ARFGAP1 inh = inhibitors of rat ARFGAP1 GAP activity, primary screen, biochemical, fluorescence polarization, GDP tracer; inhibition, % at 16.5 µM; actives 0.26% (n = 360,000); ADP-ribosylation factor GTPase-activating protein 1 (Rattus norvegicus), Q62848; AID 651572, 2012; Arfgap1-stimulated ARF1 GTP hydrolysis, GDP FP detection;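 active = inhibition above a per-plate limit, mean inhibition of low control wells plus 3 SD, cut at about 25% in these data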;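 also: 0% = DMSO wells with enzyme and 100% = wells lacking Arfgap1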
Target sequence (Q62848 1-136 limits assumed): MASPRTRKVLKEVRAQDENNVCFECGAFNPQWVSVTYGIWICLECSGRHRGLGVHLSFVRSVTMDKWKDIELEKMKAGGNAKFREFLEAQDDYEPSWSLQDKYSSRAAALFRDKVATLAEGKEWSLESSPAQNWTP
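Replicates: Single well per compound | Assay system: Truncated rat Arfgap1 GAP domain | Control set: No-Arfgap1 wells (100%) versus DMSO full-reaction wells (0%) | Times: Enzyme reaction 120 min at 25 °C after 20 min preincubation | Reagent: Human ARF1(Δ1-17)-GTP substrate | Measured by: Tracer-displacement fluorescence polarization with EDTA stop, 620/688 nm | Measure: Percent inhibition of Arfgap1-stimulated GTP hydrolysis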
ADAM10 inh = human ADAM10 inhibitors, primary screen, biochemical, QFRET, HTS; Disintegrin and metalloproteinase domain-containing protein 10 (Homo sapiens), O14672; recombinant ADAM10, EDANS/DABCYL FRET peptide cleavage, 3 h; inhibition, % at 7 µM; actives 0.62% (n = 370,000); AID 720582, 2013;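 active = inhibition above a per-campaign cutoff equal to the mean of compounds falling between control-based bounds plus 3 SD, cut at about 20% in these data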;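 also: 0% = DMSO wells while the 100% control is not disclosed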
PLCg1 inh = PLC-gamma1 enzyme inhibitors, primary screen, biochemical, fluorescence, purified enzyme; 1-phosphatidylinositol 4,5-bisphosphate phosphodiesterase gamma-1 (Homo sapiens), P19174; fluorogenic substrate; inhibition, % at 12.2 µM; actives 0.84% (n = 370,000); AID 720700, 2013; in the data active = inhibition above about 9.5%
ASAP1 inh = inhibitors of human ASAP1 ArfGAP activity, primary screen, biochemical, fluorescence polarization; actives 0.19% (n = 360,000); Arf-GAP with SH3 domain, ANK repeat and PH domain-containing protein 1 (Homo sapiens), …; inhibition, % at 16.5 µM; ASAP1-stimulated ARF1 GTP hydrolysis, GDP FP detection; in the data active = inhibition above about 25%;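 also: 0% = vehicle with enzyme and substrate and 100% = no enzyme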
DDE Tn6 FP inh = inhibitors of Tn6 peptide binding to fibrin DD(E), primary screen, biochemical, fluorescence polarization, human fibrin, Tn6 probe; inhibition, % at 8.3 µM; Fibrin DD(E) TRITC-Tn6 fluorescence polarization displacement; actives 0.21% (n = 370,000); AID 720509, 2013; Fibrinogen beta chain (Homo sapiens), P02675;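 active = inhibition above a per-campaign cutoff: mean of compounds within control limits plus 3 SD, cut at about 15% in these data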;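 also: 0% = median of all compound wells on the plate and 100% = blocking peptide control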
Tn7 DDE FP = inhibitors of Tn7 peptide binding to fibrin DD(E), primary screen, biochemical, fluorescence polarization, human fibrin, Tn7 probe; FP displacement of FITC-Tn7 peptide from fibrin DD(E); 0% = median of compound wells per plate; inhibition, % at 8.3 µM; actives 0.13% (n = 370,000); AID 720508, 2013;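 active = inhibition above the mean of compounds falling within the control limits plus 3 SD of them, cut at about 14% in these data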;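 also: 0% = plate median of compound wells and 100% = 10 µM Aha-Tn7 peptide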
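Assay system: human fibrin DD(E) protein / Input: 2 µM fibrin DD(E) / Benchmarks: high control of 10 µM Aha-Tn7 peptide / Measured by: fluorescence polarization of the labelled Tn7 tracer / Medium: Tris buffer with calcium and detergent, pH 7.8 / Timing: 10 min compound pre-incubation, 3 h probe incubation at room temperature / Repeats: one replicate per compound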
TDP2 absorb = human TDP2 enzyme inhibitors, primary screen, biochemical, epi absorbance, recombinant enzyme; Tyrosyl-DNA phosphodiesterase 2 (Homo sapiens), O95551; T5PNP hydrolysis, p-nitrophenol absorbance 415 nm; inhibition, % at 12.8 µM; actives 0.34% (n = 370,000); AID 720702, 2013;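 active = inhibition above the mean of all tested compounds plus 3 SD, set per campaign, cut at about 25% in these data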;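 also: 0% = DMSO with enzyme and 100% = buffer with substrate but no TDP2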
Target sequence (O95551 whole entry, looked up): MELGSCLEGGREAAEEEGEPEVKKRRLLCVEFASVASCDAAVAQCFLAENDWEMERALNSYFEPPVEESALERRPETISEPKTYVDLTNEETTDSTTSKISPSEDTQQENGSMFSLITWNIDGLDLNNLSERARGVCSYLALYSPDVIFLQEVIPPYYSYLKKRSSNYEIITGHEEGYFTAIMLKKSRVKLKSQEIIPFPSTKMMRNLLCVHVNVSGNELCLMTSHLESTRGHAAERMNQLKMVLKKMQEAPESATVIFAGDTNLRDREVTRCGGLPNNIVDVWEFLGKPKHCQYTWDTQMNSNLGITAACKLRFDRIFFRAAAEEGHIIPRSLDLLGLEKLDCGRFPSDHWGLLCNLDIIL
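Test system: human TDP2 enzyme; Input: 120 nM TDP2 per well; Buffer or medium: Mg2+-containing Tris-HCl buffer, pH 7.5; Reagent: 5 mM T5PNP; Dosing: 12.8 µM single point, 1% DMSO; Incubation: reaction 2 h, 37 °C; Detection: p-Nitrophenol epi absorbance; Read-out: % inhibition relative to enzyme-containing and enzyme-free wells; Replicates: single well per compound.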
ADAM17 inh = ADAM17 inhibitors, primary screen, biochemical, QFRET | Disintegrin and metalloproteinase domain-containing protein 17 (Homo sapiens), P78536 | recombinant ADAM17, EDANS/DABCYL FRET peptide cleavage | inhibition, % at 6.95 µM | actives 0.83% (n = 370,000);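 active = inhibition above the mean of compounds lying between control limits plus 3 SD, set per campaign, cut at about 8.5% in these data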;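 also: 0% = DMSO-only wells as the low control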
LEDGF integ inh = blockers of LEDGF/p75-dependent integrase strand transfer – biochemical, TR-FRET, high throughput, primary screen; TR-FRET IN-LEDGF/p75 DNA integration, Eu/Cy5; inhibition, % at 3.7 µM; actives 0.64% (n = 370,000); AID 743269, 2014;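 active = inhibition above the screen-wide mean plus 3 SD, cut at about 13% in these data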;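 also: signal is the Cy5 over europium emission ratio at 671 and 618 nm; 0% = plate median of compound wells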
KLK7 zymogen act = proKLK7 zymogen activators, primary screen, biochemical, fluorescence intensity. AID 652039, 2013. purified proKLK7, EDANS-DABCYL substrate fluorescence; 100% is mature enzyme control, 0% vehicle. Kallikrein-7 (Homo sapiens), P49862. activation, % at 7 µM. actives 0.9% (n = 370,000);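 active = activation above the mean of all tested compounds plus 3 SD, computed per campaign excluding outliers beyond control limits, cut at about 13% in these data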
Target sequence (P49862 whole entry, looked up): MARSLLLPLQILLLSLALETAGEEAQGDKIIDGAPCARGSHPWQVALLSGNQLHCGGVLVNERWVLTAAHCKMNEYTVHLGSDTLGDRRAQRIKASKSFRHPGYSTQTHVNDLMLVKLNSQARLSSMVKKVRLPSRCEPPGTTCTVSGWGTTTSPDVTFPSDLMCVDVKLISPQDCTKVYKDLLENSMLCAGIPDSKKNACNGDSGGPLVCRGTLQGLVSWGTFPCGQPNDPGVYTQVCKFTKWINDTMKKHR
* = called active by the depositor; i = inactive; · = no result given. Outcome played no part in choosing rows, and some 4.2% of all compounds hit somewhere here.

Values run as follows: PLCg1 inh, ADAM17 inh, Tn7 DDE FP, ARFGAP1 inh, ADAM10 inh, LEDGF integ inh, TDP2 absorb, DDE Tn6 FP inh, KLK7 zymogen act, ASAP1 inh
> O=C(Cc1ccccc1)NCCc1cnc[nH]1
    3, -2, -1, 4, -5, -4, 8, -4, 0.8, -1
> O=C(NNS(=O)(=O)c1cccc(Cl)c1Cl)c1cccc(S(=O)(=O)N2CCOCC2)c1
    1, -2, 5, 5, 2, -1, -5, 2, 0.3, -8
> Fc1ccccc1-c1nc(N2CCCCC2)c2ccccc2n1
    -10, -3, 2, 0, 6, -3, 2, 4, -0.3, 3
> CCN(CC)C(=O)Cc1cn(C)c2ccccc12
    1, 0, 4, 5, 7, -3, -13, -3, -0.5, 6
> CCOC(=O)C1CCN(C(=O)c2ccc(OC)cc2OC)CC1
    1, -2, -1, 29*, -6, -2, -7, 4, 0.1, 9
> CN(C)c1ccc(O)c2c1CC1CC3[C@@H](N(C)C)C(=O)C(C(N)=O)C(=O)[C@]3(O)C(=O)C1C2=O (stereo partly drawn)
    7, -5, 2, 0, -3, 37*, 5, -10, 1.6, 4
> Cc1ccccc1OCCCCCn1ccnc1
    3, 0, 2, 8, 2, 2, -2, 0, -0.3, -6
> O=C(NCc1ccccn1)C1CCN(S(=O)(=O)c2cnc[nH]2)CC1
    0, -8, 4, 7, -6, 3, 3, 0, 0.1, 3
> Cc1cccc(NC(=O)NCCN2C(=O)C3C4C=CC(C4)C3C2=O)c1 (stereo not drawn)
    0, -2, 2, -1, -8, -2, 4, 3, 0.8, -5
> C[C@H]1COc2cccc(N3CCSCC3)c2S(=O)(=O)N1C
    -3, -5, -6, ·, -5, -4, 1, 7, -0.9, ·
> Cc1nc2ccc(NC(=S)NC3CC3)cc2nc1C
    -18, -1, 2, 7, -7, 5, -8, -1, 1.3, -7
> COc1cccc(/C=C/C(=O)OCC(=O)NCCC2=CCCCC2)c1
    -45, -31, -5, 2, -74, 3, 6, -5, -0.5, 11
> CCCCNC(=O)C1(C)CCN1C(=O)c1ccc(F)c(C)c1 (stereo not drawn)
    8, -3, 3, 11, -22, 0, -11, -10, 0.0, 2
> O=C(COC(=O)c1cc(Cl)cc(Cl)c1)NCc1ccco1
    -3, -1, -5, 5, -2, 8, -7, 1, -0.3, -7
> Cc1ccc(C)c(N2CCN(CCCNC(=O)CCC(=O)N3CCOc4ccc(Cl)cc43)CC2)c1
    6, -4, 2, -8, -2, -2, -5, -1, -0.1, -1
> CCCc1nnc(NC(=O)c2cccs2)s1
    -2, -7, 7, 8, -2, 0, 7, -1, -0.4, -2
> CC(C)N1C(=O)c2ccccc2C1C(=O)NC1CCCCCC1 (stereo not drawn)
    1, 0, -1, 5, 1, 1, 5, -5, 0.5, -4
> CCCc1nnc(NC(=O)CCC(=O)Nc2ccc(Cl)cc2)s1
    1, 1, 0, -3, 0, 3, 12, -9, -0.1, -2
> O=C(c1c(F)cccc1F)N1CCN(c2cccc(C(F)(F)F)c2)CC1
    1, -2, -8, 0, -13, 2, 0, -3, 0.9, 11
> Oc1ccc(-c2nccc(-c3cccs3)n2)cc1
    3, 3, 10, -1, 5, -3, 11, -1, 0.7, 6
> COc1ccc(NS(=O)(=O)c2cc(NC(=O)CCSc3ccccc3)ccc2OC)cc1
    1, 10*, 3, 11, 14, 0, -2, 2, 0.1, 0
> CC(C)CN(C(=O)CC(C)c1ccccc1)c1c(N)n(Cc2ccccc2)c(=O)[nH]c1=O (stereo not drawn)
    1, -3, 3, -9, -12, -5, -6, -2, 0.2, -12
> CCc1nnc(N/N=C/c2c(F)cccc2Cl)n1N
    14*, 3, -6, 13, 5, 57*, 58*, -2, -0.7, 3
> O=S(=O)(Nc1ccc(N2CCOCC2)cc1)c1ccc(Cl)s1
    1, -3, 3, -4, -5, 1, 3, 3, 0.6, -14
> COC(=O)c1c(-c2ccc(N(C)C)cc2)oc2c1C(OC)CCC2 (stereo not drawn)
    i, -243, -5, -5, i, -11, 16, -1, -13, -1
> CS(=O)(=O)ON=C1CCN(S(=O)(=O)c2ccccc2)CC1
    3, 1, -7, 1, 0, 0, -4, 9, -0.5, -4
> CCOc1ccccc1C(=O)NCC(=O)OCC(=O)N1CCCC1
    2, -3, 4, 0, -2, -4, 3, 6, 0.0, 13
> CC(C)(C)c1ccc(-c2nc(C=O)c3ccccn23)cc1
    -35, -24, 3, -12, -55, 0, 6, 6, -1.1, 5
> CCCN(CCC)CCCNC(=O)c1ccc2c(c1)N(CC)C(=O)c1ccccc1S2=O (stereo not drawn)
    -3, -4, 3, 10, 6, -1, -1, -6, -0.1, -3
> Nc1n[nH]c(-c2ccc([N+](=O)[O-])cc2[N+](=O)[O-])n1
    1, 0, 3, 6, -6, -1, 0, -2, 0.0, 6

Fetched one by one from the list above (4):
Values run as follows: PLCg1 inh, ADAM17 inh, Tn7 DDE FP, ARFGAP1 inh, ADAM10 inh, LEDGF integ inh, TDP2 absorb, DDE Tn6 FP inh, KLK7 zymogen act, ASAP1 inh
> CN(C)c1ccc(O)c2c1CC1CC3[C@@H](N(C)C)C(=O)C(C(N)=O)C(=O)[C@]3(O)C(=O)C1C2=O (stereo partly drawn)
    7, -5, 2, 0, -3, 37*, 5, -10, 1.6, 4
> CC(C)(C)c1ccc(-c2nc(C=O)c3ccccn23)cc1
    -35, -24, 3, -12, -55, 0, 6, 6, -1.1, 5
> CCCCNC(=O)C1(C)CCN1C(=O)c1ccc(F)c(C)c1 (stereo not drawn)
    8, -3, 3, 11, -22, 0, -11, -10, 0.0, 2
> O=C(NCc1ccccn1)C1CCN(S(=O)(=O)c2cnc[nH]2)CC1
    0, -8, 4, 7, -6, 3, 3, 0, 0.1, 3

Returning to the listing with the two entries that preceded the break.
Values run as follows: PLCg1 inh, ADAM17 inh, Tn7 DDE FP, ARFGAP1 inh, ADAM10 inh, LEDGF integ inh, TDP2 absorb, DDE Tn6 FP inh, KLK7 zymogen act, ASAP1 inh
> CCCN(CCC)CCCNC(=O)c1ccc2c(c1)N(CC)C(=O)c1ccccc1S2=O (stereo not drawn)
    -3, -4, 3, 10, 6, -1, -1, -6, -0.1, -3
> Nc1n[nH]c(-c2ccc([N+](=O)[O-])cc2[N+](=O)[O-])n1
    1, 0, 3, 6, -6, -1, 0, -2, 0.0, 6
> Cc1cc(C)c2ccc(N)nc2c1O
    0, -3, 5, -1, -21, -6, 3, 29*, 0.2, -1
> O=C(Cc1ccc(-c2ccccc2)cc1)Nc1ncccc1O
    -22, -4, -1, 8, -11, 1, -6, 3, 0.2, 1
> C/C(=N\NC(=O)c1nc2ccccn2c1C)c1cc2ccccc2o1
    -2, 0, -1, 0, -2, -1, -2, -3, -1.0, -5
> Cc1ccc(OCc2nc(C#N)c(N3CCN(Cc4ccccc4)CC3)o2)cc1
    6, 3, -7, -2, 6, -2, -13, -8, 0.4, -5
> CCC1(C)NC(=O)N(CC(=O)N2CCN(c3cccc(Cl)c3)CC2)C1=O (stereo not drawn)
    -1, -6, -3, -11, 0, 2, 6, -2, -0.6, -6
> CN(Cc1cccc(F)c1)C(=O)c1cccc(S(=O)(=O)N2CCN(Cc3ccccc3)CC2)c1
    -3, 4, 4, 7, -6, -1, -6, 10, 1.0, 8
> O=C(NCc1ccc(N2CCCC2=O)cc1)c1cn(Cc2ccccc2)nn1
    1, -5, -1, -5, -2, 0, 5, 1, 0.3, -17
> CCN(CC)C(=O)c1[nH]cnc1C(=O)NCC(=O)OC(C)(C)C
    0, -2, 3, 0, 2, 1, -3, 4, 0.0, 1
> O=C(COC(=O)c1ccc(Cl)c(S(=O)(=O)N2CCCC2)c1)NCc1ccccc1
    2, -2, 1, 5, -14, 2, 6, -3, 0.3, 11
> NS(=O)(=O)c1cc2c(cc1Cl)NCNS2(=O)=O
    -2, -2, 9, 4, -13, 0, -5, -1, 0.5, 3
> CS(=O)(=O)c1ccc2nc(NC(=O)CCNC(=O)c3ccc(Cl)cc3)sc2c1
    2, 1, 3, -1, 2, 4, 7, 4, 0.1, -12
> CCN1CCN(c2ccc(NC(=O)c3ccc(Cl)c(N4CCCC4=O)c3)cc2)CC1
    4, 2, -9, 6, 9, 1, -29, 6, -0.3, -3
> O=S1(=O)CC(N2CCN(CC3CC3)CC2)CN1CCc1ccccc1 (stereo not drawn)
    6, 5, -11, 0, -3, 6, 2, 4, -0.1, 15
> Cc1ccc(C23CC4CC(CC(NC(=O)NC(C)(C)CO)(C4)C2)C3)cc1
    -2, 2, 1, -3, -6, -1, -2, 1, 0.0, 4
> N#C/C(=C(/O)c1ccc(-c2cccc([N+](=O)[O-])c2)o1)c1nc2ccccc2s1
    -15, -2, -6, -3, -9, 1, 0, 9, -0.3, -3
> O=C1NCCN(Cc2ccoc2)C1CC(=O)N(CCO)Cc1ccccc1 (stereo not drawn)
    -1, -3, 0, 5, -2, 0, 5, -4, 0.0, -2

Compound activity (PubChem)
